# EPAC2 agonist – agonists of human EPAC2 (RAPGEF4) | Potency, µM (top dose mostly 154 µM), for the others: top-dose activation, actives largely listed as activators | 360,000 compounds, 0.079% hits | Q8WZA2 | EPAC2 activation, biochemical qHTS; response scale: 100% = 6.5 mM cAMP response; note: potency is the fitted concentration of half-maximal effect; nearly all actives have a fitted effect of over 50% in size
# Target sequence (Q8WZA2 whole entry, looked up): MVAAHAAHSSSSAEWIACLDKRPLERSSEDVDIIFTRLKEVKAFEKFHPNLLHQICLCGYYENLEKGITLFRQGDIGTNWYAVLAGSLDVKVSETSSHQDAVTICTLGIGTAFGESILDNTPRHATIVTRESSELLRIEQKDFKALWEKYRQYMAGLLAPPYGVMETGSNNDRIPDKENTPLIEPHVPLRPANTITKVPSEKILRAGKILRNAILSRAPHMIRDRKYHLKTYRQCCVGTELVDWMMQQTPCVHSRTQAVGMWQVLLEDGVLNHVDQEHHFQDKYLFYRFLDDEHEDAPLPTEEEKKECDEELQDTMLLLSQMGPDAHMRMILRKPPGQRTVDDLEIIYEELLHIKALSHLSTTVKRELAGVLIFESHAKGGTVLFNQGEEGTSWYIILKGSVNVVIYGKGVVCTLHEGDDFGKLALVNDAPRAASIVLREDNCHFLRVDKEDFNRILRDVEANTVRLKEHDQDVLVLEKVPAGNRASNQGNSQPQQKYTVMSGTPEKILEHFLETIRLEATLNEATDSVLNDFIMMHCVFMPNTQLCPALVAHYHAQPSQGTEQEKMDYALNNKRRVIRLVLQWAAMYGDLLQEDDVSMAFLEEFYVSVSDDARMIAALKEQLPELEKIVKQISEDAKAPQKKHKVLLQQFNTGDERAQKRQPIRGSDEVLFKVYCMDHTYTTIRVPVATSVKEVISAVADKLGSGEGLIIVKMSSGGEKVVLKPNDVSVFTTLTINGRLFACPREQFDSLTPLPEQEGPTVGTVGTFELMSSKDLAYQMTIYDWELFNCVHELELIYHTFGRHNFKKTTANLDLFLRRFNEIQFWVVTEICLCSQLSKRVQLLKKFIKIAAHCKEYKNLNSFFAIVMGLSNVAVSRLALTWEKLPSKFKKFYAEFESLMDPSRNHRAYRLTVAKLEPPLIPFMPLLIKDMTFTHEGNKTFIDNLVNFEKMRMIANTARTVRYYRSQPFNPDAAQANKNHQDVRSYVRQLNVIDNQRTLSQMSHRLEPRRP
#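 In this primary screen, activation is scored as increased exchange of BODIPY-GDP from Rap1B by 100 nM EPAC2, with 50 uM GDP as competitor. Signal is normalized to the 6.5 mM cAMP agonist control.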
# aSyn yeast inh – alpha-synuclein toxicity inhibition in yeast; Yeast expressing alpha-synuclein, growth rescue, BacTiter-Glo, 24 h; Potency, µM (doses to about 46.1 µM), without a hit: at the highest dose growth rescue (activation), usual class: activators; 370,000 compounds, 0.14% hits; AID 652106; note: potency is the fitted concentration of half-maximal effect; % of control where 0% means no effect; nearly all actives have a fitted effect of over 65% in size
#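 Galactose-induced alpha-syn yeast (OD600=0.02, raffinose-pregrown) + pinned cpd, 24 hr, 30 deg C; growth by BacTiter-Glo luminescence. Growth restoration scores as activation.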
# EPAC2 antag – blocks human EPAC2 exchange factor; Potency, µM (top dose mostly 114 µM), inactives show at the top dose activity, negative = inhibition, actives largely listed as inhibitors; EPAC2 GEF exchange of Rap1B-BODIPY-GDP, fluorescence; 360,000 compounds, 0.18% hits; Q8WZA2; note: potency is the fitted concentration of half-maximal effect; % is set by controls: 0 for no effect and ±100 for the full control effect; nearly all actives have a fitted effect of over 45% in size; many of its hits are not listed in these tables
# D3 ag – agonists of human D3 dopamine receptor. P35462. D3R DiscoveRx beta-arrestin cells, luminescence, 90 min. max activation, %. 410,000 compounds, 0.58% hits. AID 652048; in the data active = max activation above about 30%; note: 0% is about no effect; mostly tested at two doses, the higher about 12 µM
#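 Agonist-mode cell screen: cells plated at 1500/well and incubated overnight at 37 °C, then exposed to library compounds for 90 min at 37 °C. Detection reagent was added for 30–60 min at room temperature, and luminescence was read.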
# DRD3 antagonist – antagonists of human D3 dopamine receptor; AID 652054; max response, negative = inhibition, %; 360,000 compounds, 2.5% hits; P35462; D3R cells, DiscoveRx beta-arrestin luminescence, antagonist mode; active compounds read low; in the data active = max response below about -50%; inconclusive = no clear call, values can overlap the other calls; note: % is set by controls: 0 for no effect and ±100 for the full control effect; mostly tested at two doses, the higher about 12 µM
#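 Cells plated overnight at 1500 cells/well, then exposed to library compounds with dopamine controls for 90 minutes at 37 degrees C. DiscoveRx reagent added for 30–60 minutes at room temperature; luminescence read, quantitative HTS format.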
# FUS yeast rescue – rescues growth of FUS-expressing yeast; S. cerevisiae FUS-expressing, growth rescue, OD600, 24 h; Potency, µM (titrated, usually from 76.6 µM), for the others: at the top dose growth rescue (activation), most hits filed as activators; 390,000 compounds, 0.24% hits;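 note: potency is the fitted concentration of half-maximal effect; plate controls were DMSO vehicle for no effect and reference control for full effect; nearly all actives have a fitted effect of over 55% in size; some results filed as inactive show a strong effect at the top dose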
#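 Cultures pregrown in 2.5% raffinose medium are shifted to minimal medium containing 2% galactose to express toxic FUS. Compounds are tested at several concentrations. After 24hr at 30C, growth is quantified at 600 nm absorbance.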
# Abeta rescue – restores growth of yeast expressing A-beta42 peptide; yeast expressing A-beta42, growth rescue, OD600, 48 h; response scale: 0% DMSO, 100% iron-clioquinol control; AID 1347071; 410,000 compounds, 0.063% hits; Potency, µM (series often up to 46.1 µM), for inactives: at the top dose growth rescue, usual class: activators; note: potency is the fitted concentration of half-maximal effect; nearly all actives have a fitted effect of over 55% in size
#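 Yeast growth medium received pinned compounds, then yeast cells expressing toxic A-beta were added; plates incubated at 30 C for 48 hr. Growth read as absorbance at 600 nm, normalized to DMSO and equimolar FeCl3 plus clioquinol controls.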
# TDP43 rescue – inhibitors of TDP-43 toxicity in yeast; 410,000 compounds, 1.8% hits; Potency, µM (series often up to 46.1 µM), without a hit: at the top dose growth rescue (activation), hits mostly activators; TDP-43 expressing yeast growth rescue, BacTiter-Glo, 24 h; AID 652104; note: potency is the fitted concentration of half-maximal effect; % of control where 0% means no effect; nearly all actives have a fitted effect of over 50% in size
#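 Yeast cells expressing TDP-43 under galactose induction are exposed to compounds for 24 hr at 30 deg C. BacTiter-Glo luminescence measures growth, so protective compounds score as activators.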
# Numbers without * were called inactive; ? = inconclusive; . = not tested or not shown; & = joins results of further samples; [ ] = another dose, or the depositor's remark. Unless noted, calls come from the whole dose curve; as a rule, active = well fitted curve in the direction sought with a large enough effect; inconclusive = small, poorly fitted or top-dose-only effect, or another doubt; inactive = no such curve, though single readings can be large; an effect the other way counts as inactive or inconclusive. This is a subset (hit frequency here may not be typical).
SMILES,EPAC2 agonist,aSyn yeast inh,EPAC2 antag,D3 ag,DRD3 antagonist,FUS yeast rescue,Abeta rescue,TDP43 rescue
COc1cccc(N(C(=O)CCl)C(C(=O)NCCc2ccccc2)c2cccs2)c1 (stereo unspecified),-4%,6%,1%,2,5,.,2%,11%
CC(C)N(C)Cc1nnnn1CC(=O)NCc1cc(F)cc(C(F)(F)F)c1,-7%,21%,-11%,6,-1,-12%,-3%,29%
Cn1cccc1Cc1nnc(SCC(=O)N2CCN(c3ccccc3)CC2)n1-c1ccc(F)cc1,10%,5%,-1%,5,12,.,20%,-10%
O=C(COC(=O)[C@@H]1CCCN1S(=O)(=O)c1ccc(Cl)cc1)NCC(F)(F)F,-1%,-13%,7%,1,2,-12%,-11%,-10%
CCOC(=O)C(NC(=O)CC)(N1CCc2ccccc2C1)C(F)(F)F (stereo unspecified),-1%,1%,9%,6,0,-1%,2%,-10%
O=C(NCCS(=O)(=O)NC1CCCCC1)c1ccccc1,8%,3%,-6%,2,19,.,7%,8%
Cc1nn(-c2ccc(N3CCCC3)nn2)c(C)c1CCC(=O)NCc1ccc(OC(C)C)cc1,.,.,.,2,.,12%,-4%,-1%
Cc1ccc(N2CCN(C(=O)c3nn(C)c4c3CS(=O)(=O)c3ccccc3-4)CC2C)cc1 (stereo unspecified),7%,3%,-4%,1&3,15,?,-3%&16%,1%&23%
COc1ccc(OC)c(Nc2ncnc3c2cnn3-c2ccccc2)c1,18%,-16%,-7%,-13,?,12%,-3%,8%
Cc1cccc(NC2=C(C#N)C(=O)NC3(CCCC3)S2)c1,-2%,?,-9%,-1,-8,-20%,1%,25%
CC1CN(c2ccc(Cl)cc2[N+](=O)[O-])CCN1S(C)(=O)=O (stereo unspecified),1%,4%,-11%,-8,-19,-15%,0%,11%
Cc1ccc(OCC(O)CNCc2ccccc2)cc1C (stereo unspecified),5%,-2%,-7%,-13,?,17%,8%,-20%
COc1ccccc1CNc1ncnc2c1cnn2-c1ccccc1,23%,0%,1%,-7,-8,15%,-30%,16µM*
CCCCOc1ccc(C(=O)NCC(=O)NCC2CCCO2)cc1 (stereo unspecified),2%,0%,4%,5,5,.,2%,26%
O=C(COC(=O)C1CC2CCCC(C1)C2=O)Nc1ccccc1 (stereo unspecified),2%,2%,12%,0,4,.,4%,24%
Cc1ncsc1C(=O)N1CCCC(CNS(=O)(=O)c2cccs2)C1 (stereo unspecified),9%,-8%,0%,-3,?,0%,-8%,-5%
O=C(COC(=O)c1ccccn1)NCc1ccccc1Cl,0%,1%,-12%,-5,10,.,-9%,-3%
COC(=O)c1cc2oc3ccccc3c2n1CC(=O)Nc1ccc(OC)c(OC)c1OC,.,.,.,-3,.,14%,-7%,13%
O=C(CSc1ncnc2sc3c(c12)CCCC3)N1CCC(c2noc3ccc(F)cc23)CC1,10%,-1%,-2%,-6,31,0%,6%,-8%
Cc1cccc(NC(=O)CSc2nc3ccc(NC(=O)c4ccccc4)cc3s2)c1,.,.,.,5,.,3%,-11%,17%

# Single values from the results shown:
# `Cc1ccc(OCC(O)CNCc2ccccc2)cc1C` (stereo unspecified) in EPAC2 agonist has 5%
# `O=C(COC(=O)c1ccccn1)NCc1ccccc1Cl` in Abeta rescue has -9%

# Carrying on.
SMILES,EPAC2 agonist,aSyn yeast inh,EPAC2 antag,D3 ag,DRD3 antagonist,FUS yeast rescue,Abeta rescue,TDP43 rescue
CC(C)(C)N(NC(=O)c1ccccc1)C(=O)c1ccc(C(=O)N(NC(=O)c2ccccc2)C(C)(C)C)cc1,2%,0%,7%,6,1,.,-1%,3%
COc1ccc(-c2noc(-c3ccc(NCc4ccccc4OC)c([N+](=O)[O-])c3)n2)cc1,.,.,.,6,.,-6%,-9%,17%
COc1ccc(C(=O)Nc2ccc(-c3nnc4n3CCCCC4)cc2)cc1,.,.,.,-11,.,2%,-10%,10%
CN(C)C=Nc1nonc1-c1ccc(Cl)cc1,-2%,1%,-2%,-4,19,11%,-4%,?
CN1CCN(C=Nc2nc3ccccc3nc2N2CCCC2)CC1,4%,0%,6%,3,2,-21%,-13%,-14%
COc1ccc(S(=O)(=O)NCc2cc(-c3ccccc3Cl)no2)cc1,8%,0%,-5%,-3,2,9%,-7%,-12%
CCC(=O)NC1=C(C#N)C2(CCCC2)Cc2ccccc21,3%,8%,3%,-1,22,-30%,6%[9.22 µM],9%
COC(=O)c1c(C(=O)OC)c2oc3ccccc3n2c1Cl,-8%,15%,-1%,5,0,-25%,-41%[inhibitor],?
CC(O)(CS(=O)(=O)Cc1ccccc1)c1ccccc1Cl (stereo unspecified),-3%,9%,-7%,2,19,-32%,-18%,9%
Cc1ccc2cc(C(c3nnnn3C3CCCC3)N3CCOCC3)c(=O)[nH]c2c1C (stereo unspecified),2%,3%,1%,1,22,4%,1%,0%
O=C(NCCSc1c(-c2ccccc2)[nH]c2ccccc12)c1cc2ccccc2oc1=O,9%,13%,22%,-3,-10,31%,0%,-4%
OC(c1ccc(F)cc1)c1nc(-c2csc3ccccc23)cs1 (stereo unspecified),25%,-5%,-4%,-6,-7,?,6%,-63%[inhibitor]
COc1ccccc1C(O)c1ncc(-c2cccc(C(F)(F)F)c2)[nH]1 (stereo unspecified),-1%,1%,-22%,0,10,18%,-7%,13%
Cc1cc(C(=O)NC2CCCCC2)c(C)o1,7%,-2%,16%,5,6,.,5%,11%
CCCNC(=O)NC1CCCCCCC1,5%,22%,-1%,1,9,-17%,-1%,21%
COCCn1c(SCC(=O)Nc2cc(Cl)ccc2OC)nc2c([nH]c3ccccc32)c1=O,.,-3%,.,-4,.,-8%,-19%,-10%
CCCc1cc(NCCCN(C)C)n2c(nc3ccccc32)c1C#N,3%,0%,3%,0,10,-20%,16%,20%
O=C1CN(C(=O)COC(=O)/C=C/c2ccco2)c2ccccc2N1,5%,-1%,2%,2,7,13%,5%,4%
CCN(CC)S(=O)(=O)c1cccc(C(=O)OCC(=O)c2ccc3c(c2)OCCO3)c1,8%,13%,0%,-2,2,.,0%,-5%
Cc1cc(C)c(NC(=O)CSc2nncn2-c2cccnc2)c(C)c1,8%,1%,6%,-8,5,-3%,1%,13%
CC(c1ccon1)N(C)Cc1cn[nH]c1-c1ccc(F)cc1F (stereo unspecified),-4%,-2%,-4%,7,3,-9%,1%,1%
CN1CCN(C(=O)c2ccc(-n3cccn3)nc2)CC1,10%,1%,3%,-3,-12,6%,-8%,-1%
O=C(Nc1nnc(-c2ccccc2)s1)c1ccccc1O,2%,-1%,5%,5,14,4%,-6%,-11%
COC(=O)c1ccc(C(=O)OC)c(NC(=O)N2CC3CCCN3c3ccccc32)c1 (stereo unspecified),.,.,.,4,.,21%,-3%,16%
CN1CCN(S(=O)(=O)c2cccc(C(=O)N3CCc4ccccc43)c2)CC1,9%,-8%,11%,2,-9,18%,-3%,-19%
COc1ccc(S(=O)(=O)NNC(=O)C23CC4CC(CC(C4)C2)C3)cc1[N+](=O)[O-],-1%,0%,-2%,4,-13,4%,-1%,12%
COC(=O)c1nc(-c2ccc(C)cc2)oc1N(C)C,13%,-7%,-3%,-1,-6,-12%,-17%,-4%
CCNc1oc(COc2cccc(C)c2)nc1C#N,1%,-5%,4%,4,19,8%,24%,?
Cc1ccc(S(=O)(=O)N2CCCCCC2)cc1C(=O)Nc1cccnc1,0%,0%,3%,3,-17,.,8%,13%
CC(=O)Oc1ccc(OC(C)=O)c(S(=O)(=O)c2ccc(C)c(C)c2)c1,5%,10%,-6%,0,12,-9%,10%,1%
COc1ccccc1NC(=O)COC(=O)/C=C/c1cccs1,3%,6%,-2%,0,8,.,-19%,14µM*
CCOc1cc(C(=O)Nc2cccnc2)cc(OCC)c1OCC,0%,1%,-2%,0,1,-11%,2%,21%
Nc1n[nH]c(-c2ccccc2)n1,5%,4%,2%,1,-6,-12%,15%,5%
COc1ccc(N2CCN(c3nc4ccc(C)cn4c(=O)c3C=O)CC2)cc1,13%,-14%,0%,2,-2,5%,-25%,18%
CC(=O)c1ccc(-c2cnc3c(NC=O)cc(-c4ccccc4Oc4ccccc4)cn23)cc1,7%,11%,-2%,1,-5,25µM*,-26%,?
CCCC(C)NC(=O)c1c2c(nc3ccccc13)CCC2 (stereo unspecified),11%,-4%,1%,5,-20,17%,-13%,5%
C=CCn1c(SCC(=O)NC2CC2)nnc1-c1cccc(OC)c1,0%,-5%,-6%,-7,-10,10%,-11%,-14%
CC(=O)c1cccc(Nc2cc(C)nc3ccccc23)c1,4%,-4%,-4%,2,2,0%,4%,-9%
CCN1C(=O)N[C@@H](CCc2ccccc2)C(C(C)=O)=C1C,5%,0%,0%,9,14,-11%,-13%,?
CCCNC(=O)C1(CC2CC(c3ccccc3)=NO2)CCN(C(=O)c2cc(OCC)c(OCC)c(OCC)c2)CC1 (stereo unspecified),-2%,5%,-3%,13,17,32%,5%,14%
O=C1CSC(c2ccccc2F)N1c1ccccc1F (stereo unspecified),1%,1%,-20%,0,6,18%,-9%,19%
Cc1[nH]ccc(=O)c1OCc1ccc(Cl)cc1,-3%,-7%,-2%,2,10,3%,-3%,-1%
CCNC(=O)C1(C)CCN(C(=O)c2ccccc2)C1 (stereo unspecified),8%,-2%,-9%,-7,0,-12%,-13%,4%
Cc1ccc(S(=O)(=O)N/N=C\c2cccnc2)cc1,5%,1%,-1%,5,-7,2%,16%,3%
Cc1cccc(C)c1NC(=O)CNC(=O)c1ccc(COc2ccccc2)cc1,-10%,2%,-16%,1,0,-26%,-3%,22%
CCOC(=O)c1cnc2sccn2c1=O,1%,2%,11%,-10,-16,22%,-5%,-21%

# Among those listed so far, three have a nitro group on carbon:
SMILES,EPAC2 agonist,aSyn yeast inh,EPAC2 antag,D3 ag,DRD3 antagonist,FUS yeast rescue,Abeta rescue,TDP43 rescue
CC1CN(c2ccc(Cl)cc2[N+](=O)[O-])CCN1S(C)(=O)=O (stereo unspecified),1%,4%,-11%,-8,-19,-15%,0%,11%
COc1ccc(-c2noc(-c3ccc(NCc4ccccc4OC)c([N+](=O)[O-])c3)n2)cc1,.,.,.,6,.,-6%,-9%,17%
COc1ccc(S(=O)(=O)NNC(=O)C23CC4CC(CC(C4)C2)C3)cc1[N+](=O)[O-],-1%,0%,-2%,4,-13,4%,-1%,12%
